# D1 antag = Antagonist of Human D 1 Dopamine Receptor: qHTS | D(1A) dopamine receptor (Homo sapiens), P21728 | activity change, negative = inhibition, % at 10 µM | AID 504652, 2011 | HEK293 TREx D1 cells, calcium flux, dopamine EC80; stronger effect = lower value | 360,000 compounds, 3.2% hits; in the data active = activity change below about -30%; note: % is set by controls: 0 for no effect and ±100 for the full control effect
#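 Cells carrying a force-coupled, tetracycline-inducible human D1 receptor report calcium flux. Each well gets a 10 s baseline, compound with 180 s monitoring, then an EC80 dopamine stimulus with a second 180 s kinetic read.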
# RXFP1 antagonist = qHTS Assay for Antagonists of the Relaxin Receptor RXFP1 | 350,000 compounds, 0.59% hits | activity change, negative = inhibition, % at 57.5 µM | HEK293-RXFP1, relaxin-stimulated cAMP HTRF, 30 min; stronger effect = lower value | Relaxin receptor 1 (Homo sapiens), Q9HBX9;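 active = activity change of -60% or lower, but not beyond a set lower limit; inconclusive = change between -60% and -40%, or beyond the set limit; inactive = change above -40%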; note: % is set by controls: 0 for no effect and ±100 for the full control effect
# Target sequence (Q9HBX9 whole entry, looked up): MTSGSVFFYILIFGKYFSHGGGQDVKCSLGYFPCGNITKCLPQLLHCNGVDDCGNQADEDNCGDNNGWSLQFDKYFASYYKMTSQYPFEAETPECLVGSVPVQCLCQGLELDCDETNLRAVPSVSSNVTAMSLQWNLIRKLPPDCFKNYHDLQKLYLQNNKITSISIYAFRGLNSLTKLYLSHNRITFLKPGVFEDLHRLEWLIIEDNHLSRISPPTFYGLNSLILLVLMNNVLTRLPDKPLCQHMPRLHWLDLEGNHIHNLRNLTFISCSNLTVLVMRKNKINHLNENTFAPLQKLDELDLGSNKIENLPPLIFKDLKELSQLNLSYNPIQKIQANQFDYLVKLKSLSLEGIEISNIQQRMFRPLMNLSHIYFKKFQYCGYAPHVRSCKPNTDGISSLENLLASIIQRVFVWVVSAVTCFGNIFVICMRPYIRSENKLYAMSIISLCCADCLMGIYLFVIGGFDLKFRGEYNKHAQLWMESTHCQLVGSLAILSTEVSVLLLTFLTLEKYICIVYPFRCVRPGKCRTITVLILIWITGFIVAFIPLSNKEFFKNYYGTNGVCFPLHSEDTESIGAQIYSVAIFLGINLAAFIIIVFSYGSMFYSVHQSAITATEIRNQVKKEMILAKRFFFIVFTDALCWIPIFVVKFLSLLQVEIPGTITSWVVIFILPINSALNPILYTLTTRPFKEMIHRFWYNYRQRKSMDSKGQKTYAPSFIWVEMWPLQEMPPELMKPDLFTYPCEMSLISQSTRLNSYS
# Anesthetic bind = qHTS Assay for Identification of Novel General Anesthetics | Ferritin light chain (Equus caballus), P02791 | apoferritin/1-aminoanthracene competitive binding, fluorescence | Potency, µM (top dose mostly 77.5 µM), inactives show at the top dose activity change, negative = displacement, most hits filed as inhibitors | 350,000 compounds, 0.074% hits | AID 485281, 2010; note: potency is the fitted concentration of half-maximal effect; % is set by controls: 0 for no effect and ±100 for the full control effect; nearly all actives have a fitted effect of over 20% in size
# Target sequence (P02791 2-175 limits assumed): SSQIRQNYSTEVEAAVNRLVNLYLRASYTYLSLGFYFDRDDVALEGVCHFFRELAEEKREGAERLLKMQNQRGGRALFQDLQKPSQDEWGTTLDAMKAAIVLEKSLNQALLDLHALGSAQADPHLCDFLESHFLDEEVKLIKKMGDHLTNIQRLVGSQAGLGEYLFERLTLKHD
#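 Concentration-response curves derived by four-parameter Hill fitting of normalized fluorescence, where compounds displaced 1-AMA from 10 uM horse apoferritin following a brief 10 min room-temperature incubation; propofol titration acted as positive control.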
# TRHR ag = qHTS for Small Molecule Agonists and Allosteric Enhancers of Human TRH Receptor: Primary Screen for Agonists. AID 493084, 2011. Thyrotropin-releasing hormone receptor (Homo sapiens), P34981. activation, % at 2 µM. TRHR cells, calcium flux fluo-8, FDSS agonist mode. 360,000 compounds, 0.18% hits; in the data active = activation above about 30%; note: 0% is about no effect
#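 TRHR-expressing cells, plated overnight in medium with 10% serum, were loaded with fluo-8 calcium dye at room temperature. After a 10 s baseline, library compound was pin-added and calcium release was recorded kinetically (ex 480/em 530) as agonist response.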
# RXFP1 ag = qHTS Assay for Agonists of the Relaxin Receptor RXFP1 | Relaxin receptor 1 (Homo sapiens), Q9HBX9 | HEK293T-RXFP1 cAMP TR-FRET, 30 min; response scale: percent of porcine relaxin response, buffer zero | Potency, µM (titrated, usually from 57.5 µM), for inactives: at the highest dose activation, actives largely listed as activators | 370,000 compounds, 0.3% hits | AID 2676, 2010; note: potency is the fitted concentration of half-maximal effect; % is set by controls: 0 for no effect and ±100 for the full control effect; nearly all actives have a fitted effect of over 60% in size; many of its hits are not listed in these tables
#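 HEK293 cells stably expressing RXFP1, treated 30 min at 37C with compounds plus PDE4 inhibitor Ro 20174; cAMP measured by HTRF TR-FRET. Normalized to buffer and 29 nM porcine relaxin; EC50 by Hill fit.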
# D1 agonist = Allosteric Agonists of the Human D1 Dopamine Receptor: qHTS | D(1A) dopamine receptor (Homo sapiens), P21728 | 360,000 compounds, 1% hits | activation, % at 2 µM | HEK293 T-REx D1 cells, calcium flux, agonist mode; in the data active = activation above about 30%; note: 0% is about no effect
#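 Tetracycline-induced HEK293 TREx D1 cells, force-coupled to calcium signalling, were dye-loaded with a no-wash calcium kit. Compound was pin-added after a 10 s baseline. Fluorescence was read kinetically at 1 cycle/s for 180 s, with calcium rises flagged as agonism.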
# D1 PAM = Potentiators of Human D1 Dopamine Receptor: qHTS; AID 504651, 2011; 360,000 compounds, 0.036% hits; potentiation, % at 10 µM; HEK293 TREx D1 cells, calcium flux, dopamine EC20 potentiation; D(1A) dopamine receptor (Homo sapiens), P21728; in the data active = potentiation above about 30%; note: 0% is about no effect
# D2 PAM = HTS Assay for Positive Allosteric Modulators of the Human D2 Dopamine Receptor: Primary Screen for Potentiators. potentiation, % at 10 µM. 340,000 compounds, 0.34% hits. HEK293 T-REx D2, calcium flux, EC20 dopamine potentiation. D(2) dopamine receptor (Homo sapiens), P14416;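 active = potentiation over 3 SD above the plate norm, cut at about 30% in these data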; note: 0% is about no effect
#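 Tetracycline-induced Hek293 Trex D2 cells, force-coupled to calcium, loaded with no-wash calcium dye. Compound added with 180 s kinetic read for agonism, then EC20 dopamine and a further 180 s read for potentiation.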
# TRHR PAM = qHTS for Small Molecule Agonists and Allosteric Enhancers of Human TRH Receptor: Primary Screen for Enhancers. Thyrotropin-releasing hormone receptor (Homo sapiens), P34981. TRHR cells, fluo-8 calcium fluorescence, EC20 TRH enhancement. enhancement, % at 2 µM. 360,000 compounds, 0.66% hits; in the data active = enhancement above about 30%; note: 0% is about no effect
#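 Enhancer read-out: after compound pinning and an initial kinetic agonist-mode read, an EC20 of TRH (10 nM final) was injected and fluo-8 calcium signal (Ex 480/Em 530) followed at 1 s/cycle for 100 cycles in TRHR-expressing cells.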
# Active calls of the source: *; ? = inconclusive; . = no result given; [ ] = remark or other dose. Unless noted, calls come from the whole dose curve; as a rule, active = well fitted curve in the direction sought with a large enough effect; inconclusive = small, poorly fitted or top-dose-only effect, or another doubt; inactive = no such curve, though single readings can be large; an effect the other way counts as inactive or inconclusive. Only part of the results is shown (hit frequency here may not be typical).
No.	SMILES	D1 antag	RXFP1 antagonist	Anesthetic bind	TRHR ag	RXFP1 ag	D1 agonist	D1 PAM	D2 PAM	TRHR PAM
1	CCOc1ccccc1CNS(=O)(=O)c1ccc2[nH]c(=O)sc2c1	1	0	0%	-0.6	-1.7%	25	-5	8	8
2	O=C(CCN1CCc2ccccc2CC1)c1ccc2c(c1)OCCO2	-10	-65*	-19%	3.7	2.1%	2	-8	-17	-5
3	CC(Nc1cc(=O)n(C)c(=O)[nH]1)c1ccccc1 (stereo not drawn)	1	-4	3%	-0.2	-0.4%	0	0	5	4
4	O=C1c2cccc([N+](=O)[O-])c2C(=O)N1C1CCCCC1	-13	-4	-5%	0.1	1.5%	0	9	5	3
5	Cc1nc2c(sc3nc4c(cc32)COC(C)(C)C4)c(=O)n1Cc1ccccc1	-4	0	?	0.2	7.2%	0	1	5	-5
6	CCOC(=O)c1ccc(NC(=O)C2COc3ccccc3O2)cc1 (stereo not drawn)	-5	-16	-21%	-0.4	0.2%	4	-5	5	-3
7	Cc1ccc(SCc2nc3ccccc3n2CC(=O)Nc2c(C)cccc2C)cc1	20	-1	-20%	0.7	3.1%	1	-5	-4	-5
8	Cc1cc(C)cc(N2C(=O)CN(Cc3sccc3C)C2=S)c1	2	-7	-21%	0.4	-0.1%	7	-3	-10	-5
9	O=C(Nc1cccc([N+](=O)[O-])c1)c1ccccc1	-3	2	-9%	-0.7	-1.2%	1	-2	-3	1
10	COc1cc(/C(C)=N/NC(=O)C(O)(c2ccccc2)c2ccccc2)ccc1O	8	-13	-10%	0.2	0.3%	4	3	8	-2
11	CN(C(=O)CSc1nnc(-c2cccs2)o1)C1CCS(=O)(=O)C1 (stereo not drawn)	5	0	0%	0.5	0.2%	3	3	-2	1
12	Cc1c(Cl)c([N+](=O)[O-])nn1CC(=O)NC1CCCCC1	-9	-7	-11%	0.4	2.9%	0	-4	-6	-4
13	O=C(CSc1nncn1-c1cccnc1)N(c1ccccc1)c1ccccc1	2	3	-5%	0.8	0.6%	1	-5	1	0
14	Cc1ccccc1CCN(C(=O)c1csnn1)C(C(=O)NC1CCCC1)c1ccncc1 (stereo not drawn)	14	?	-6%	-0.5	4.0%	0	3	4	4
15	O=C(NCC(c1ccc(Cl)cc1)N1CCCCC1)c1ccc(F)cc1 (stereo not drawn)	-12	-13	-5%	-0.5	2.9%	6	-2	-21	-1
16	O=C(NCc1cccc(Cl)c1)c1cc2c(s1)-c1ccccc1SC2	0	-5	110%[activator]	2.1	0.4%	16	-3	-8	-1
17	CCN(CC)S(=O)(=O)N1CCC(C(=O)NCC2COc3ccccc3O2)CC1 (stereo not drawn)	-11	43	-7%	0.6	0.1%	4	-5	-13	0
18	CCCNC(=O)NC(=O)CN1CCCC1c1ccc2c(c1)OCCO2 (stereo not drawn)	-24	-19	1%	0.0	2.1%	1	-2	.	-2
19	O=C(OC1CCCCC1=O)c1cc(Cl)ccc1[N+](=O)[O-] (stereo not drawn)	13	-15	?	-0.1	0.0%	2	0	0	-2
20	COC(=O)c1ccc(OCC(O)CN2CCc3cc(OC)c(OC)cc3C2c2ccccc2)cc1 (stereo not drawn)	-6	-1	-13%	0.5	4.7%	0	-5	1	2
21	CN(C)CCn1c2c(c(SCC(=O)Nc3ccc4c(c3)OCCO4)nc1=O)CCC2	8	-3	.	-0.7	-0.4%	1	6	15	0
22	Cc1ccc(C(=O)NC(=S)NNC(=O)c2ccccc2O)cc1	-16	-22	-4%	2.6	-1.4%	55*	-1	3	2
23	NS(=O)(=O)c1cccc(NS(=O)(=O)c2ccc3ccccc3c2)c1	11	1	-1%	-0.7	7.3%	4	-1	-2	0
24	CCOC(=O)C1C(=O)OC(C)(C)C1C(C)C(=O)c1ccc(C)cc1 (stereo not drawn)	-6	-6	-10%	-0.9	-1.6%	1	-8	12	-4
25	COc1ccc(N2CCC(CNC(=S)Nc3cccc(OC)c3)C2)cc1 (stereo not drawn)	-23	.	-13%	0.1	0.8%	17	-6	.	5
26	CCOC(=O)c1[nH]c2ccccc2c1NC(=O)CN1CCCCC1	13	-4	-8%	0.2	-1.4%	0	-1	-19	-2
27	O=c1c2ccccc2n2c(-c3ccc(F)c(F)c3)nnc2n1CCc1ccccc1	0	-8	-3%	0.2	0.6%	3	0	-8	0
28	Cc1nc(NC(=O)c2cc3c(s2)CCCCC3)sc1C(=O)N(C)C	4	0	-15%	-0.4	0.9%	2	1	-6	-1
29	COC(=O)c1c(C)oc(C)c1S(=O)(=O)NCC1CC1	-5	-1	0%	-1.3	4.0%	3	-11	-11	2
30	Cc1c(S(=O)(=O)c2ccccn2)c(N)n(Cc2cccc(Cl)c2)c1C	6	0	6%	0.1	6.0%	2	0	-10	-4
31	COc1cc(OC)c(OC)cc1/C=N/Nc1nc2ccccc2[nH]1	11	-4	6%	-0.8	-3.9%	4	-2	7	17
32	CCc1cc2c(=O)c(-c3ccc(F)cc3)c(C)oc2cc1OCC(=O)O	-28	-1	-4%	0.4	2.6%	-1	-2	8	-6
33	Clc1ccc2ncc(-c3nnnn3-c3ccccc3)c(-c3ccccc3)c2c1	18	-27	?	0.3	3.5%	7	2	10	-3
34	CCOc1ccc2[nH]c(C(=O)N/N=C/c3cccc(OC)c3OC)cc2c1	-15	-1	-1%	-0.6	4.4%	1	-5	4	-4
35	COc1ccc(-c2c(C)nn3c(N4CCC(C(=O)N5CCCCC5)CC4)cc(C)nc23)cc1OC	-7	.	-10%	-0.6	-1.8%	-1	2	19	-8
36	N#C/C(=C(/O)COC(=O)c1ccc(O)cc1)c1nc2ccccc2[nH]1	3	9	4%	-0.1	0.0%	3	-3	7	4
37	CCN(CC)CCOC(=O)c1ccc(N/C=C(/C#N)c2nc(-c3ccc(OC)cc3)cs2)cc1	-16	14	-4%	0.6	0.0%	3	-5	3	6
38	CC#CCN1c2ccccc2[C@]23C[C@@H](C(=O)OC)N(C(=O)c4ccco4)C2=NC(C(=O)OC)=C(C(=O)OC)[C@H]13	-10	.	-9%	-0.7	0.0%	-1	1	3	25
39	CCCS(=O)(=O)c1nc(S(=O)(=O)c2ccc(C)cc2)c(N2CCC3(CC2)OCCO3)s1	0	9	-16%	-0.5	2.4%	0	2	-7	-6
40	CC(C)(O)C#Cc1ccc(C(=O)NCCc2ccc(S(N)(=O)=O)cc2)cc1	3	3	1%	-0.2	0.0%	0	8	8	-3
41	Cc1nc(NCCc2ccc(O)cc2)c2nnn(Cc3ccccc3)c2n1	18	-36	16µM*	-0.7	0.4%	15	4	1	10
42	CCOC(=O)Cc1csc(SCc2nc3sc4c(c3c(=O)[nH]2)CCC4)n1	.	-6	?	-0.2	0.8%	0	-1	3	-10
43	CC1CCc2ccccc2N1C(N)=Nc1ccccc1 (stereo not drawn)	-3	1	-5%	2.2	-0.2%	5	-8	-4	-4
44	CCN(CC)C(=O)Cn1cnc2sc(C)c(S(=O)(=O)N3CCC(C)CC3)c2c1=O	-5	1	3%	1.2	-0.1%	1	-10	6	3
45	CCOc1ccc(N(CC(=O)NC(C(C)C)C(C)C)S(=O)(=O)c2ccc(OC)c(OC)c2)cc1	2	-2	-4%	-0.9	0.5%	1	-7	8	-1
46	COc1ccc(-c2csc(/C(C#N)=C\c3ccc(OC)c([N+](=O)[O-])c3)n2)cc1	1	0	-8%	0.6	-0.7%	2	-2	-4	3
47	Cc1cccc(C(=O)Nc2ccc(OCc3cc(=O)n4c5c(sc4n3)CCCC5)cc2)c1	5	.	3%	1.2	?	-2	0	-5	-3
48	NC(=O)CS(=O)(=O)c1nc2ccccc2n1Cc1ccccc1F	-11	0	-4%	0.0	0.1%	1	5	11	4
49	CC1=C(C(=O)OCc2ccccc2)C(c2cccs2)N2C(=O)CCSC2=N1 (stereo not drawn)	3	9	?	-0.7	1.6%	1	-4	.	-1
50	O=C(Cc1ccccc1)Nc1cc(C(=O)c2ccccc2)ccc1N1CCOCC1	-3	-2	?	-0.5	-0.4%	1	1	14	-5
51	NNC(=O)c1cc(Cl)ccc1Cl	4	4	-10%	-0.8	0.5%	2	3	-18	14
52	Cc1cccc(N2CCN(C(=O)C3CCN(c4nnc(-n5cccc5)s4)CC3)CC2C)c1 (stereo not drawn)	-6	-68*	?	-0.2	5.7%	2	-4	3	14
53	CC1Cc2nc(SCC(=O)N3CCN(c4ccccc4)CC3)n(C)c(=O)c2S1 (stereo not drawn)	-3	4	-11%	-0.7	2.2%	-3	5	-11	-2
54	NC(=O)c1ccccc1NC(=O)Nc1cccc(Cl)c1Cl	8	-2	-13%	0.4	1.8%	0	-3	-6	-3
55	CC(=O)c1ccccc1OCc1ccc(S(=O)(=O)Cc2ccccc2)cc1	-17	-5	?	0.3	0.1%	20	-3	2	-10
56	CC1=C/C(=N\N=C2\NC(=O)C(CC(=O)Nc3ccccc3F)S2)CC(C)(C)C1 (stereo not drawn)	54	-32	?	-0.4	-2.6%	1	4	-6	6
57	COc1cccc(N2CCN(C(=S)NCc3ccco3)CC2)c1	5	-5	-15%	-0.3	-0.5%	7	-8	-1	-1
